TPT1 inh: blocks Candida albicans tRNA 2'-phosphotransferase; recombinant caTPT1, FP RNA substrate dephosphorylation; inhibition, % at 5 µM; actives 0.81% (n = 300,000); AID 1962;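 active means inhibition above the mean of all tested compounds plus 3 SD, set per screening campaign, cut at about 24% in these data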;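 further: plate controls were DMSO alone for no effect and ferristatin control at 100 nM for full effect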
PP5 primary: inhibitors of human protein phosphatase 5 (PP5); P53041; actives 0.18% (n = 320,000); purified PP5c, OMFP substrate fluorescence; inhibition, % at 6.7 µM;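 active means inhibition above the campaign's mean inhibition across all tested compounds plus 3 SD, cut at about 9.5% in these data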;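 further: 0% = DMSO only and 100% = 100 µM cantharidin control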
PREPL inh: inhibits the human prolyl oligopeptidase-like enzyme; Q4J6C6; recombinant PREPL, fluorescence polarization activity-based probe; inhibition, % at 5.96 µM; actives 0.68% (n = 320,000); AID 2751; in the data active means inhibition above about 43%;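 further: 0% = enzyme with DMSO and 100% = wells lacking enzyme; many of its hits are not listed in these tables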
Target sequence (Q4J6C6 whole entry, looked up): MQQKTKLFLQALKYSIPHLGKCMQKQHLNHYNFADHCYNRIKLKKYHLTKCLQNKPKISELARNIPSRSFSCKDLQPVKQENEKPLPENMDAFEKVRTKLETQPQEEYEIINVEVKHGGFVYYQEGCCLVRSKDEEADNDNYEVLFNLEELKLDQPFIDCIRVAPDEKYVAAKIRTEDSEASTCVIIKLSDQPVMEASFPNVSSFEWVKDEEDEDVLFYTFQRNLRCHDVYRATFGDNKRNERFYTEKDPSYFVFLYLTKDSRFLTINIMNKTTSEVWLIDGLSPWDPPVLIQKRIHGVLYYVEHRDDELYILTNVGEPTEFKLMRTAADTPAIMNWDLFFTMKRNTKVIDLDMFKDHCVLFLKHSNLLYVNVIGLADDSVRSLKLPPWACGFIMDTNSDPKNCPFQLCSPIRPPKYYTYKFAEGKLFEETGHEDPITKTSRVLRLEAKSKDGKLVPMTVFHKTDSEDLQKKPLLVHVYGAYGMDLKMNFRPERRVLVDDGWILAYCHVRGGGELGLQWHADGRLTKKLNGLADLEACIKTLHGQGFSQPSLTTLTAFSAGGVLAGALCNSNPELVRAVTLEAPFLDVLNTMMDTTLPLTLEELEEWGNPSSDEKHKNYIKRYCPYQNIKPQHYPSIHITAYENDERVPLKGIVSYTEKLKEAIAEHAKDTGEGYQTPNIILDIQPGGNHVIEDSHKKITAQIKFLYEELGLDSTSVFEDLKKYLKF
ZTA counter: blocks Epstein-Barr virus ZTA, an EBNA-1 counter-screen; ZTA-DNA binding, fluorescence polarization; actives 0.15% (n = 320,000); AID 2234; P03206; inhibition, % at 11 µM; in the data active means inhibition above about 33%
Target sequence (P03206 whole entry, looked up): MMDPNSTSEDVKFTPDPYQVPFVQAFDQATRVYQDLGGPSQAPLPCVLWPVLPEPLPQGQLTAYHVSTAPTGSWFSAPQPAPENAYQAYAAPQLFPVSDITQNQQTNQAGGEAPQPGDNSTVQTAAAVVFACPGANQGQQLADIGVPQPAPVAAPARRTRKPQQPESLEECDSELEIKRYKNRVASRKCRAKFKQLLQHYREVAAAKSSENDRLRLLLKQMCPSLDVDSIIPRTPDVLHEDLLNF
CTSL1 counter: cathepsin L1 inhibition, PFM18AAP counter-screen. recombinant F. hepatica cathepsin L1, Z-Leu-Arg-MCA fluorescence. inhibition, % at 5.96 µM. actives 0.49% (n = 300,000);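 active means inhibition above the mean of all tested compounds plus 3 SD, set per screening campaign, cut at about 17% in these data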;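 further: 0% = plate median of test compound wells and 100% = 1 µM Z-Phe-Ala-diazomethylketone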
Efflux pump inh: antifungal efflux pump inhibition, Nile Red retention | S. cerevisiae Candida pump triplex | inhibition, % at 10 µM | actives 0.44% (n = 330,000) | AID 485275;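 active means plate passing quality check with inhibition over a set limit, or well fluorescence over plate mean plus 4 SD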;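 further: Nile Red retained in pooled yeast measured as flow cytometry median fluorescence; 0% = buffer negative control and 100% = Enniatin B positive control; higher means more Nile Red kept so more efflux inhibition; some compounds called inactive have numbers as strong as hits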
PP1 inh: blocks human PP1-alpha phosphatase, a PP5 counter-screen; purified PP1alpha, OMFP fluorescence; inhibition, % at 6.7 µM; actives 0.9% (n = 320,000); AID 2235;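 active means inhibition above the mean inhibition of all tested compounds plus 3 SD, computed separately for each screening campaign, cut at about 15% in these data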
EBNA-1 inh: blocks EBNA-1 binding to DNA. EBNA-1 DNA binding, fluorescence polarization. AID 1950. actives 0.34% (n = 300,000). inhibition, % at 14.8 µM; in the data active means inhibition above about 28%
core dimer inh: blocks dimerization of HCV core protein; TR-FRET GST/Flag-core106 dimerization, 1536-well; inhibition, % at 5 µM; AID 1899; actives 0.33% (n = 300,000);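 active means inhibition above the mean of all tested compounds plus 3 SD, set per screening campaign, cut at about 45% in these data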
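System: GST-tagged and Flag-tagged HCV core protein residues 1-106 / Input: core106 proteins, GST 13.5 nM and Flag 17 nM / Buffer or medium: KF-containing HEPES buffer, pH 7.45, DTT, CHAPS, BSA / Probe or stimulus: Eu-anti-GST and XL665-anti-Flag labelled anti-tag antibodies / Schedule: 4 h, 22.5 °C incubation / Technique: TR-FRET 671 and 617 nm emission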
Active calls of the source: *; . = not tested or not shown. Some of the compounds tested. The share of hits here may be higher or lower than overall.

SMILES	TPT1 inh	PP5 primary	PREPL inh	ZTA counter	CTSL1 counter	Efflux pump inh	PP1 inh	EBNA-1 inh	core dimer inh
CC(C(=O)O)N1C(=O)/C(=C/C=C/c2ccco2)SC1=S (centres undefined)	61*	1.8	12	58*	4	0.1	11	26	75*
O=c1c(Cl)cc(Cl)nn1-c1ccccc1	-4	1.2	17	-5	-1	0.0	-1	-3	-42
COc1ccc(-c2cc(NCc3ccccn3)n3ncnc3n2)cc1	-2	0.2	0	-9	-1	0.0	3	2	-8
COCCC(=O)N1CCC(Oc2ccc(C(=O)NCc3ncc(C)[nH]3)cc2)CC1	-1	-1.2	6	-5	1	3.7	-1	4	-1
CCCCCCC1CC(CCC(=O)Nc2ccc([N+](=O)[O-])cc2)C(=O)O1 (centres undefined)	-4	0.1	-12	11	-2	-0.2	-4	4	2
CNC(=O)CSc1nc2ccccc2c(=O)n1CCc1ccccc1	3	-3.1	1	2	-2	-0.1	-1	1	9
CCCOc1ccc(C2C(=O)N(C3CCCCC3)CC(=O)N2CCC)cc1OC (centres undefined)	-2	-1.9	2	8	-1	-0.1	2	8	3
O=C(c1cc2nc(-c3ccco3)cc(C(F)(F)F)n2n1)N1CCCc2ccccc21	0	2.2	-3	5	1	0.0	-3	9	1
COc1ccc(C(=O)Cc2ccc3c(c2)OCO3)c(O)c1	0	-2.0	4	0	0	0.2	-1	2	0
COc1ccc(C(=O)NN)cc1COc1ccc(Br)cc1	-1	0.6	-16	14	1	0.0	6	16	0
Cc1c(N=C2SCC(=O)N2/N=C/c2ccccc2)c(=O)n(-c2ccccc2)n1C	2	1.6	-11	5	-1	-0.1	1	-4	-9
CC(C)(CNC(=O)C1CCCN1C(=O)c1cccs1)N1CCOCC1 (centres undefined)	-1	-3.5	0	1	-1	0.0	0	-4	2
O=S(=O)(c1ccccc1)C(/C=N\O)/C=C/c1ccccc1 (centres undefined)	4	1.5	9	-2	-5	1.1	-3	-11	5
N#Cc1c(N)nc2c(c1-c1ccc(Br)s1)CCCC2	2	-2.6	0	1	0	0.0	-1	8	-128
O=C1NC[C@H](c2ccccc2)N(CCc2cccc3ccccc23)C1=O	0	-0.1	-8	-3	1	-0.1	1	5	9
CC(=O)Nc1ccc2nc(-c3ccccn3)[nH]c2c1	-4	1.6	11	-15	5	0.0	4	19	-4
CC1CCCCC12NC(=O)N(CC(=O)Nc1ccc(S(=O)(=O)Nc3ncccn3)cc1)C2=O (centres undefined)	.	0.9	2	-10	.	-0.1	1	.	.
CCOC(=O)c1ccc(NC(=S)NCC(O)c2ccccc2)cc1 (centres undefined)	1	1.0	3	-21	-7	0.2	-3	-8	-9
CCCCCCOc1ccc(N2C(=O)CC(N(CCc3ccc(S(N)(=O)=O)cc3)C(C)=O)C2=O)cc1 (centres undefined)	-1	2.6	-7	8	0	0.1	-2	6	6
COc1ccc(/C=C2\CCc3c2nc2ccccc2c3C(=O)O)cc1OC	-11	1.0	15	11	6	-0.1	-2	1	-5
C=C1CSc2nc(=O)c3c4c(sc3n21)CCC4	1	-2.6	1	8	-4	0.1	-2	-8	6
Cc1cccc(NC(=O)CN2C(=O)NC(C)(c3ccc4c(c3)OCO4)C2=O)c1 (centres undefined)	-1	2.9	-9	12	-8	-0.2	2	-3	-1
N/C(=N\OC(=O)c1ccc(Cl)c(Cl)c1)c1cccnc1	0	1.0	-6	-8	0	0.1	-2	-6	-1
Cc1ccccc1Cn1cnc2ccccc2c1=O	3	-3.9	0	-1	2	0.6	2	8	-4
CCOC(=O)c1cc(=O)c2ccc(OCc3ccccc3)cc2o1	4	1.7	0	13	-2	0.0	-1	7	0

Going on with the list.
SMILES	TPT1 inh	PP5 primary	PREPL inh	ZTA counter	CTSL1 counter	Efflux pump inh	PP1 inh	EBNA-1 inh	core dimer inh
C=CCOc1ccc(C(c2c(O)nc(SC)[nH]c2=O)c2c(O)nc(SC)[nH]c2=O)cc1	-8	3.3	9	-23	5	-0.1	6	-11	-14
O=C(C1CCC(CNS(=O)(=O)c2cccc3cccnc23)CC1)N1CCCC1 (centres undefined)	3	2.6	-5	5	-2	0.1	-7	-4	-1
CCOC(=O)C1CCN(C(=O)CS(=O)Cc2nc(-c3ccc(C)cc3)oc2C)CC1 (centres undefined)	1	3.2	-2	2	-4	0.0	-2	-5	4
CNC(=O)CN(c1ccc(OC)cc1)S(=O)(=O)c1ccc(F)cc1	3	0.9	2	5	1	0.0	-1	3	-5
CCCOP(=O)(OCCC)C(Nc1ccc(C(=O)O)cc1)c1ccccc1 (centres undefined)	-2	0.5	2	9	-5	0.0	0	-1	4
CC1(C)CC(=O)C2=C(C1)NC(Nc1nc3ccccc3o1)=NC21CCCCC1	0	-2.4	2	4	0	-0.1	-2	6	5
c1cnc(N2CCN(c3ccc4ccccc4n3)CC2)nc1	3	2.3	2	4	4	0.4	-1	-5	-16
O=[N+]([O-])c1cccc(-c2n[nH]c(=S)n2-c2ccc(Br)cc2)c1	-2	-0.3	2	0	1	-0.1	0	-15	3
CCc1noc(C)c1C(=O)Nc1cc(Cl)ccc1N1CCCC1	2	2.5	-1	-7	2	0.0	-2	-11	-2
O=C(NCCc1c[nH]c2ccccc12)c1cc([N+](=O)[O-])cc([N+](=O)[O-])c1	-3	1.2	19	-2	1	0.1	1	4	0
CN1C(=O)C(C)(C)c2cc(S(=O)(=O)N3CCC(C(=O)NCc4ccc(Cl)cc4)CC3)ccc21	-1	5.4	15	-7	1	-0.1	4	-7	-15
O=C(Nc1ccccc1N1CCCCC1)c1ccc(Cl)c([N+](=O)[O-])c1	1	-1.8	15	11	-1	0.0	6	-8	9
CCOC(=O)c1c(NC(C)=O)sc2c(OC(C)=O)cccc12	4	1.1	12	-16	-2	0.2	-3	-11	-12
CCCCCc1ccc(-c2ccc(OC)cc2)nc1	-5	1.3	0	-4	6	-0.2	-1	10	-4
COCCCN1C(=O)C(=O)/C(=C(/O)c2ccc(S(=O)(=O)N3CCCCC3)cc2)C1c1ccc(F)cc1 (centres undefined)	4	-1.3	8	5	1	0.0	4	-5	3
C/C(=N\NC(=O)c1ccccc1O)C1CC1	0	1.2	3	9	5	-0.1	-2	0	7
O=C(Nc1ccc2c(c1)OCO2)c1ccccc1SCC(=O)N1CCCC1	3	2.7	4	8	0	0.5	0	5	-9
NC(=O)C1CCN(c2nc(C3CC3)nc3c2nnn3Cc2ccccc2)CC1	-2	1.4	0	-5	-2	-0.1	-4	10	-1
O=C(c1ccc(-c2cccc(C(F)(F)F)c2)o1)N1CCN(c2ccccc2O)CC1	-4	4.9	1	-5	4	0.1	4	5	6
CC1CN(c2snnc2C=C2C(=O)OC(C)(C)OC2=O)CC(C)O1 (centres undefined)	0	2.0	-2	9	-2	0.2	-1	-8	-2
CC(=O)NC1=C(NC2CCS(=O)(=O)C2)C(=O)c2ccccc2C1=O (centres undefined)	-3	1.2	6	16	1	-0.2	-1	3	-7
CC(C)(C)[C@@H]1C=C(C(N)=O)O[C@H](OCCCCO)C1	-3	0.2	0	-1	-1	-0.1	-2	1	-10
CCOc1ccc(-c2nc(-c3ccccc3)no2)cc1OCC	11	1.5	-8	-8	8	-0.2	2	-6	2
CC(C)NC(=O)[C@H]1N2C(=O)c3ccccc3C2SC1(C)C (some centres undefined)	0	-1.3	-6	17	-1	-0.1	-4	-4	0
OC(COCc1cccs1)CN1CCN(c2ccccc2Cl)CC1 (centres undefined)	0	-0.8	4	-3	-3	-0.3	1	-1	-3

An excerpt from above in order of molecular weight, largest number first.
SMILES	TPT1 inh	PP5 primary	PREPL inh	ZTA counter	CTSL1 counter	Efflux pump inh	PP1 inh	EBNA-1 inh	core dimer inh
COCCCN1C(=O)C(=O)/C(=C(/O)c2ccc(S(=O)(=O)N3CCCCC3)cc2)C1c1ccc(F)cc1 (centres undefined)	4	-1.3	8	5	1	0.0	4	-5	3
CN1C(=O)C(C)(C)c2cc(S(=O)(=O)N3CCC(C(=O)NCc4ccc(Cl)cc4)CC3)ccc21	-1	5.4	15	-7	1	-0.1	4	-7	-15
CCOC(=O)C1CCN(C(=O)CS(=O)Cc2nc(-c3ccc(C)cc3)oc2C)CC1 (centres undefined)	1	3.2	-2	2	-4	0.0	-2	-5	4
O=C(c1ccc(-c2cccc(C(F)(F)F)c2)o1)N1CCN(c2ccccc2O)CC1	-4	4.9	1	-5	4	0.1	4	5	6
O=C(C1CCC(CNS(=O)(=O)c2cccc3cccnc23)CC1)N1CCCC1 (centres undefined)	3	2.6	-5	5	-2	0.1	-7	-4	-1
O=C(Nc1ccc2c(c1)OCO2)c1ccccc1SCC(=O)N1CCCC1	3	2.7	4	8	0	0.5	0	5	-9
CC1(C)CC(=O)C2=C(C1)NC(Nc1nc3ccccc3o1)=NC21CCCCC1	0	-2.4	2	4	0	-0.1	-2	6	5
O=[N+]([O-])c1cccc(-c2n[nH]c(=S)n2-c2ccc(Br)cc2)c1	-2	-0.3	2	0	1	-0.1	0	-15	3
O=C(Nc1ccccc1N1CCCCC1)c1ccc(Cl)c([N+](=O)[O-])c1	1	-1.8	15	11	-1	0.0	6	-8	9
O=C(NCCc1c[nH]c2ccccc12)c1cc([N+](=O)[O-])cc([N+](=O)[O-])c1	-3	1.2	19	-2	1	0.1	1	4	0
CC1CN(c2snnc2C=C2C(=O)OC(C)(C)OC2=O)CC(C)O1 (centres undefined)	0	2.0	-2	9	-2	0.2	-1	-8	-2
CC(=O)NC1=C(NC2CCS(=O)(=O)C2)C(=O)c2ccccc2C1=O (centres undefined)	-3	1.2	6	16	1	-0.2	-1	3	-7
CC(C)(C)[C@@H]1C=C(C(N)=O)O[C@H](OCCCCO)C1	-3	0.2	0	-1	-1	-0.1	-2	1	-10
C/C(=N\NC(=O)c1ccccc1O)C1CC1	0	1.2	3	9	5	-0.1	-2	0	7

Next part
SMILES	TPT1 inh	PP5 primary	PREPL inh	ZTA counter	CTSL1 counter	Efflux pump inh	PP1 inh	EBNA-1 inh	core dimer inh
Cc1ccc(SCC(=O)NCCc2ccccc2)cc1	1	-0.4	-28	11	-3	0.0	-2	3	2
CC(C)C[C@H](NC(=O)c1[nH]cnc1C(=O)N[C@@H](Cc1ccccc1)C(=O)OC(C)(C)C)C(=O)OC(C)(C)C	-3	6.9	8	12	8	0.3	5	-3	-5
COc1ccc(N2CCN(c3oc(COc4ccc(Cl)cc4Cl)nc3C#N)CC2)cc1	2	-0.6	20	10	0	0.1	-1	4	10
Cc1ccc(S(=O)(=O)Nc2nc(C)cc(NN)n2)cc1	-1	3.9	8	-2	0	-0.1	1	2	-1
CC(C)CC1COC(=O)N1 (centres undefined)	-3	2.1	1	1	-3	-0.1	-1	0	3
CN(C)c1ccc(/C=C2\CCC/C(=C\c3ccccc3)C2=O)cc1	104*	-1.3	1	2	1	0.6	2	-3	5
COc1ccc(-n2c(C)cc(/C=C3\SC(=S)N(Cc4ccco4)C3=O)c2C)cc1	122*	0.6	23	-13	0	0.5	13	-1	-4

Looked up above:
For PP5 primary, CCOc1ccc(-c2nc(-c3ccccc3)no2)cc1OCC is listed with 1.5
For Efflux pump inh, CN(C)c1ccc(/C=C2\CCC/C(=C\c3ccccc3)C2=O)cc1 is listed with 0.6

Compound activity (PubChem BioAssay)
